RBX1-CUL1 inh = human ROC1-CUL1 E3 ligase inhibition; in vitro K48 di-Ub FRET, acceptor:donor ratio, 45 min; inhibition, % at 10 µM; AID 1347404; hit rate 0.6% among 140,000; P62877+Q13616; in the data active = inhibition above about 25%
Target sequence (P62877 whole entry, looked up): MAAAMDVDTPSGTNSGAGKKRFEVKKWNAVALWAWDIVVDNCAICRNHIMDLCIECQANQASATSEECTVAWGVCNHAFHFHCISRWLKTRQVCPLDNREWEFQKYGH
Target sequence (Q13616 whole entry, looked up): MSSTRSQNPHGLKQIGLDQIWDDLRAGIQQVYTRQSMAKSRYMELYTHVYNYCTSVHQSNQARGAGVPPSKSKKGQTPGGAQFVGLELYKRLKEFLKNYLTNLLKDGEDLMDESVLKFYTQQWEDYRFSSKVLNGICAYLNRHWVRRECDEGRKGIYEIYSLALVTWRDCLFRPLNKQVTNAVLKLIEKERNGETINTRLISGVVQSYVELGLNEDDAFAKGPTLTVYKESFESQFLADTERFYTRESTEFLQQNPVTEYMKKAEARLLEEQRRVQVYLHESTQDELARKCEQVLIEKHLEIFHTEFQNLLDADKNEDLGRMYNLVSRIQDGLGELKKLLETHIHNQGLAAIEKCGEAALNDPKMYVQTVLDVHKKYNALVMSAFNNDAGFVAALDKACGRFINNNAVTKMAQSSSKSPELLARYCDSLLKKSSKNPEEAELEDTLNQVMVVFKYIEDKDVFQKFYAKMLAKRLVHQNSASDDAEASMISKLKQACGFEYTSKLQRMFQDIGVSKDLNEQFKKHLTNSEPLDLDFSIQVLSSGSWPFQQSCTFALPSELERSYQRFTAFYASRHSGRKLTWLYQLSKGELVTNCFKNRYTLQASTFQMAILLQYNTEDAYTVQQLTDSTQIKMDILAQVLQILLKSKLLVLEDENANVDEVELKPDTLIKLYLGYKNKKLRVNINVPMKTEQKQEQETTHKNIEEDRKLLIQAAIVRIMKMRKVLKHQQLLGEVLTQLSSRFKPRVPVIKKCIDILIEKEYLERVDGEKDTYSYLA
Active calls of the source: *.

RBX1-CUL1 inh,Molecule
-1,Cc1cc(C)c2nc(SC(C)C(=O)N3CCCC3)cc(C)c2c1 (stereo unspecified)
3,COC(=O)N1CCN(S(=O)(=O)c2ccc(CC(C)C)cc2)CC1
-13,Cn1nnnc1SCCNCc1ccccc1OCc1ccccc1F
0,CCCN1CCN(C(=O)Cn2c(-c3cccs3)cc3cc(F)ccc32)CC1
-6,O=C(Nc1ccc2c(c1)CCCN2C(=O)c1cccs1)c1ccccc1Cl
-1,Cc1ccccc1C(=O)Nc1c(C(=O)N2CCOCC2)cnn1-c1ccccc1
2,N#C/C(=C\c1ccc(OCc2c(F)cccc2Cl)cc1)c1nc2ccccc2[nH]1
-1,CCc1ccc(S(=O)(=O)Nc2ccc(O)cc2)cc1
-4,Cn1c(=O)c2c(nc3[nH]c(C(C)(C)C)cn32)n(C)c1=O
-4,O=C(Nc1cccc(F)c1)c1ccc2snnc2c1
7,COc1ccc(SCC2=Nc3ccc(Cl)cc3C(=O)C2)cc1
-6,CC(C)c1cc(C(=O)NNC(=S)NCC2CCCO2)cs1 (stereo unspecified)
-5,O=c1oc2ccccc2cc1-c1nnc(Nc2ccc(Cl)cc2Cl)s1
1,COC(=O)c1c(NC(=O)CN2CCCCCC2)sc2c1CCC(C)C2 (stereo unspecified)
9,CCOc1ccc(N2CC(c3nc4ccccc4n3CCOc3ccccc3)CC2=O)cc1 (stereo unspecified)
4,N#Cc1c(C(F)(F)F)cc(-c2ccccc2)nc1SCC(=O)Nc1nccs1
2,C/C(=N\N1CCN(Cc2ccc(C)cc2)CC1)c1ccco1
3,Cc1nc(C(=O)N2CCCC(CCC(=O)N3CCN(c4ccccn4)CC3)C2)cs1 (stereo unspecified)
7,O=C(NCc1ccc(Cl)cc1)c1cc(-c2ccc(F)cc2)on1
-3,O=C(Nc1ccc(O)cc1)c1cccc(S(=O)(=O)N2CCOCC2)c1
2,Clc1ccccc1CNc1nc2ccccc2c2nc(-c3cccnc3)nn12
4,CCn1cc(CN2CCC(c3ccc(OC)c(C)c3)Sc3cc(OC)ccc32)c(C)n1 (stereo unspecified)
-1,Cc1ccc2nsnc2c1S(=O)(=O)Nc1ccccc1Br
1,Cc1cccc(NC(=O)c2cccc(C(F)(F)F)c2)c1

Retrieved by structure from above:
RBX1-CUL1 inh,Molecule
-1,Cc1ccc2nsnc2c1S(=O)(=O)Nc1ccccc1Br
7,O=C(NCc1ccc(Cl)cc1)c1cc(-c2ccc(F)cc2)on1

(continued)
RBX1-CUL1 inh,Molecule
13,O=C(O)/C=C/c1ccc(-n2cc(CO)nn2)cc1
0,FC(F)(F)c1ccc2nnc(-c3cccc(Cl)c3Cl)n2c1
1,Oc1c(-c2ccc3ccccc3c2O)ccc2ccccc12
6,CCCn1c(=O)c2c(nc3n(-c4ccccc4OC)c(C)cn23)n(C)c1=O
-10,COc1ccc(C2CC(=S)Nc3ccccc3S2)cc1 (stereo unspecified)
7,Cc1ccc2c(c1C)N=C(CSc1ccccc1)CC2=O
-1,CCOc1ccc(-n2c(C)nnc2SCC(=O)Nc2ccc(Br)cc2F)cc1
4,Cc1ccc(-c2nnc(-c3ccncc3)o2)c(C)c1
-2,CC(C)c1ccc(NC(=O)CSc2nnc(-c3cccc(N)c3)n2C)cc1
7,O=C(c1c(O)cc(O)cc1O)C1Cc2cc3c(cc21)OCO3 (stereo unspecified)
0,COc1cc(C(=O)NNc2cnccn2)cc(OC)c1OC
-4,N#CC1C(=N)Oc2ccc3ccccc3c2C1c1ccc(F)cc1 (stereo unspecified)
-1,Cc1cc(C)cc(Oc2coc3cc(OC(C)C(=O)OCC(C)C)ccc3c2=O)c1 (stereo unspecified)
-2,Cc1ccc(CSc2nnc([C@@H](N)C(C)C)o2)cc1
1,O=C(NCCc1ccccc1)c1ccc2c(c1)N(Cc1ccc(Cl)cc1)C(=O)c1ccccc1S2(=O)=O
2,c1ccc(CSc2nnc3c(n2)OC(c2ccco2)Nc2ccccc2-3)cc1 (stereo unspecified)
-5,COc1ccc(CCn2c(=O)c3ccccc3n(CC(=O)Nc3cccc(C)c3)c2=O)cc1OC
3,Cc1c(-c2nn3c(-c4ccc(C(F)(F)F)cc4)nnc3s2)cnn1-c1ccccc1
1,Cc1cc(CO)c(C)n1-c1ccccc1F
3,NCCC1CN(c2cnn(CCn3cccn3)c(=O)c2)CCO1 (stereo unspecified)
0,Cc1nn(C)cc1CN(C)C(=O)C12CC3CC(CC(C3)C1)C2
-8,CCC1CCc2nc3sc(C(=O)Nc4ccc(OC)cc4C)c(N)c3cc2C1 (stereo unspecified)
1,Nc1nc(SCc2ccc(Br)cc2)nc2sc3c(c12)CCCCC3
-1,CC(C)n1cc(C(=O)NCC2CCCCC2)c(=O)c(C(=O)N(C)Cc2cccs2)c1
10,Cc1cc2c(c(=O)o1)C(c1cc3c(cc1Br)OCO3)C(C#N)C(=N)O2 (stereo unspecified)
-5,O=C(O)C1C=Nc2cc(C(F)(F)F)ccc2C1=O (stereo unspecified)
-1,COc1ccc(-c2nc(CSc3nnc(C)n4c3cc3oc(C)cc34)c(C)o2)cc1OC
6,Cc1ccc(N2C(=O)CSC23C(=O)N(CC(=O)NC2CCCCC2)c2ccccc23)cc1C (stereo unspecified)
3,CCOC(=O)C1(Cc2ccc(OC)cc2)CCN(C(=O)Cc2cnc3ncnn3c2)CC1
-5,CCN(CCCNC(=O)c1cc2c(=O)n(CC)c3ccccc3c2s1)Cc1ccccc1
-1,Cc1ccc(O)c(NC(=O)COCc2cc(-c3ccco3)on2)c1
1,O/N=C1\CCCSc2ccccc21
-4,O=c1cc(-c2ccccc2)c2ccc3c(c2o1)CN(Cc1ccccc1)CO3
6,CCOC(=O)C1=CS/C(=C/C(=S)c2ccc(OC)cc2)S1
-2,O=C1CCC(C(=O)NC2CCCc3nc(-c4ccccc4)ncc32)=NN1 (stereo unspecified)
2,O=C(Oc1ccc(/C=N/Nc2nc(Nc3ccccc3)nc(N3CCOCC3)n2)cc1)c1ccc(Cl)cc1
1,Cc1c(C(C)(C)C)sc(=NS(=O)(=O)c2ccccc2)n1C
9,COc1ccc(N2CCN(C(=O)C3CCCN(C(=O)c4cc5sccc5n4C)C3)CC2)cc1 (stereo unspecified)
-8,CCOc1ccc(-c2nonc2NC(=O)c2oc3cc(C)c(C)cc3c2C)cc1OCC
-6,CC(C)c1noc(-c2ccc(NC3CCSC3)nc2)n1 (stereo unspecified)
-6,Cc1cc(NC(=O)CCS(=O)(=O)c2cc3c4c(c2)CCN4C(=O)CC3)ccc1Br
5,Cc1ccc(-n2c(C)cc(/C=C3/C(=N)N4C=CSC4=NC3=O)c2C)c(C)c1
-12,O=C(CSc1oc(-c2ccco2)nc1S(=O)(=O)c1ccccc1)c1ccc(Cl)cc1
6,CCc1ccc(S(=O)(=O)NCc2nc3cccnc3n2Cc2ccccc2Cl)cc1
-9,Cc1ccccc1OCC(=O)OCc1cc(=O)n2ccsc2n1
-12,CCC(Oc1ccc(C)c(C)c1)C(=O)N1CCN(C)CC1 (stereo unspecified)
10,Cc1cc(C)cc(-c2nnc3sc(C(F)(F)F)nn23)c1
0,O=C1CC(c2cccc(F)c2)C2=C(CCCC2=O)N1 (stereo unspecified)
4,Cc1ccc2c(c1)C1C(=S)N(c3ccc(-c4ccccc4)cc3)N=C1C(C)(C)S2 (stereo unspecified)
-5,Cc1ccc2c(CNCc3ccc(C)o3)c(C(=O)O)n(Cc3ccc(F)cc3)c2c1
-13,Cc1ccccc1OCc1nc(-c2nonc2N)no1
-12,Cc1ccc(S(=O)(=O)c2nnn(CC(=O)Nc3ccccc3C)c2N)cc1C
-2,O=C(NCc1ccco1)NCc1cccnc1N1CCCCCCC1
-5,O=C(Nc1ccccc1F)c1ccc(Cl)cc1
0,Cc1cc(C)nc(N2CCCC(Cn3cc(CN(C)C)nn3)C2)n1 (stereo unspecified)
-7,Cc1cc(I)cc(C)c1NC(=O)CN1CCOCC1
-8,Cc1nonc1C1CCCN1Cc1cn[nH]c1-c1ccc2c(c1)OCO2 (stereo unspecified)
3,O=C(O)c1cccc(OCCc2ccccc2)c1
10,O=C(CN1C(=O)c2cccc3cccc1c23)Nc1ccccc1Br
-8,O=C(NC(=S)N1CCCc2ccccc21)c1ccco1

Part of the list above, comma-delimited:
molecule,RBX1-CUL1 inh
Cc1ccccc1OCC(=O)OCc1cc(=O)n2ccsc2n1,-9
CCC(Oc1ccc(C)c(C)c1)C(=O)N1CCN(C)CC1 (stereo unspecified),-12
Cc1cc(C)cc(-c2nnc3sc(C(F)(F)F)nn23)c1,10
O=C1CC(c2cccc(F)c2)C2=C(CCCC2=O)N1 (stereo unspecified),0
Cc1ccc2c(c1)C1C(=S)N(c3ccc(-c4ccccc4)cc3)N=C1C(C)(C)S2 (stereo unspecified),4
Cc1ccc2c(CNCc3ccc(C)o3)c(C(=O)O)n(Cc3ccc(F)cc3)c2c1,-5
Cc1ccccc1OCc1nc(-c2nonc2N)no1,-13
Cc1ccc(S(=O)(=O)c2nnn(CC(=O)Nc3ccccc3C)c2N)cc1C,-12
O=C(NCc1ccco1)NCc1cccnc1N1CCCCCCC1,-2
O=C(Nc1ccccc1F)c1ccc(Cl)cc1,-5
Cc1cc(C)nc(N2CCCC(Cn3cc(CN(C)C)nn3)C2)n1 (stereo unspecified),0
Cc1cc(I)cc(C)c1NC(=O)CN1CCOCC1,-7
Cc1nonc1C1CCCN1Cc1cn[nH]c1-c1ccc2c(c1)OCO2 (stereo unspecified),-8
O=C(O)c1cccc(OCCc2ccccc2)c1,3
O=C(CN1C(=O)c2cccc3cccc1c23)Nc1ccccc1Br,10
O=C(NC(=S)N1CCCc2ccccc21)c1ccco1,-8

Next part
RBX1-CUL1 inh,Molecule
-9,CC1Cc2c([nH]c3ccccc23)C(=O)N1 (stereo unspecified)
5,CCOc1cccc(CC(=O)N2CCc3c([nH]c4ccccc34)C2c2ccc(Cl)cc2)c1OCC (stereo unspecified)
6,COc1cccc(NC(=O)C2(c3ccccc3)CCCC2)c1
-10,O=C1N(C2CCCC2)C[C@@H]2C[C@@H](c3ccc(OCCO)cc3)N3CCC[C@@]123
-4,CCOC(=O)c1cnc2cc3c(cc2c1Cl)OCO3
-6,COc1ccc(Cn2ccnc2SCC(=O)NCc2ccco2)cc1
-6,CN(C)c1ccc(C(CNC(=O)COc2ccccc2)N2CCOCC2)cc1 (stereo unspecified)
3,O=C(Cc1ccccc1)Nc1ccc(N2CCCCC2)c(F)c1
2,CCCCc1nc2cc(C(=O)NCc3ncc(C)[nH]3)ccc2o1
-3,CC1CCN(c2nc3ccc(C(=O)NCc4ccccc4)cc3s2)CC1
9,CCOC(=O)c1cc(C(=O)CCC(=O)O)c[nH]1
-3,O=C(CSc1n[nH]c(-c2ccccc2Cl)n1)N1CCN(c2ccccc2)CC1
6,COc1ccc(Cl)cc1NC(=O)CSC1=Nc2ccccc2C2=NC(CCC(=O)NCc3ccc(F)cc3)C(=O)N12 (stereo unspecified)
-6,CSc1nc(C(=O)NCc2cc(=O)[nH]c(C)n2)cs1
8,CCCOc1ccccc1/C=c1\sc2nc(-c3ccc(Cl)cc3)nn2c1=O
-3,Clc1ccc(N=C(c2ccccc2)N(c2ccccc2)c2ccc(Cl)cc2)cc1
-5,Cc1cccc(C(=O)NCCc2nnc(SCC(=O)Nc3cccc(C(=O)O)c3)n2C)c1
18,Clc1cccc(C(Sc2nnnn2-c2ccccc2)(c2ccccc2)c2ccccc2)c1
-6,COc1ccc2cc(-c3[nH]ncc3CN3CCCCC3CO)ccc2c1 (stereo unspecified)
-4,Fc1ccc(/C=C/c2nnc(-c3ccccc3)o2)cc1
1,CCOC(=O)C1C(C)=NC(=O)NC1c1ccc(OC)c(COc2cccc(C)c2C)c1 (stereo unspecified)
2,S=c1[nH]nc(COc2ccccc2)n1-c1ccc(Cl)cc1
-2,CC1(C)CC(=O)C2C(=NC3=NC(=O)NC(=O)C3C2c2ccccc2C(F)(F)F)C1 (stereo unspecified)
17,Cc1cccc2nc(CSc3nnnn3-c3ccccc3)cn12
-4,Cc1nc2scc(C)n2c(=O)c1S(=O)(=O)Nc1ccc(N2CCOCC2)cc1
1,CCN(CC)S(=O)(=O)c1ccc(OC)nc1
3,COc1coc(/C=C/C(=O)O)cc1=O
-4,COc1ccc(N2Cc3cccc(C(=O)Nc4cc(C)cc(C)c4)c3C2=O)cc1
-4,CCOC(=O)CCn1nc(C)c([N+](=O)[O-])c1C
-2,O=C1c2cccc3c4ccccc4n(c23)C(=O)C1(Cl)Cl
-1,Cc1ccc(S(=O)(=O)c2nnn3c2nc(N(C)Cc2ccccc2)c2cc(Cl)ccc23)cc1C
-9,COc1cc2c(cc1OC)C(COc1ccc3c(C)cc(=O)oc3c1)N(C(=O)c1cc(Cl)ccc1OC)CC2 (stereo unspecified)
5,CC(C)NC(=O)C1CCN(C2CCN(C(=O)c3csc(C(C)C)n3)CC2)CC1
1,COc1ccc(/C=C\c2onc(C)c2S(=O)(=O)N2CCC(C(=O)Nc3cccc(C)c3C)CC2)cc1
63*,Cc1ccc(NC(=O)/C=C/c2ccc(C)o2)c(Br)c1
39*,Cc1ccc(-c2cn3c(n2)sc2cc(C(=O)NCCCN4CCCCCC4)ccc23)cc1
-6,CC12CCC(C(=O)N(c3ccccc3)c3ccccc3)(CC1=O)C2(C)C (stereo unspecified)
-3,O=C(N/N=C/c1cccc(O)c1O)c1ccccc1
-10,COc1ccc(Oc2cc(-n3nc(C)cc3C)ncn2)cc1
8,COc1ccc(Cl)cc1NC(=O)N1CCN(S(=O)(=O)c2ccc3c(ccn3C)c2)CC1
9,N#CCCn1c(=S)n(CCC#N)c2ccccc21
6,Cc1ccc(NC(=O)COC(=O)c2ccccn2)cc1C
8,COC(=O)c1ccccc1NC(=O)CSc1n[nH]c(CC(C)C)n1
0,Cc1ccc(OCCSc2nc3ccccc3c(=O)[nH]2)cc1C
8,O=C(NCCN1CCOCC1)c1cc2n(n1)C(C(F)(F)F)CC(c1ccc(F)cc1)N2 (stereo unspecified)
-2,Cc1cccc(N2CCN(C(=O)CN3C(=O)COc4ccc(S(=O)(=O)N5CCC(C)CC5)cc43)CC2C)c1 (stereo unspecified)
-7,CCOc1ccc(NC(=O)Cn2c(=O)n(CC(=O)NCc3ccccc3Cl)c(=O)c3sccc32)cc1

Assay outcomes as filed in PubChem BioAssay.

A portion of the library; rates above refer to the full screens.
